core dimer inh = inhibitors of HCV core protein dimerization, primary screen, biochemical, TR-FRET, high-throughput; TR-FRET GST/Flag-core106 dimerization, 1536-well; inhibition, % at 5 µM; actives 0.33% (n = 300,000);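 active = inhibition above the mean of all tested compounds plus 3 SD, set per screening campaign, cut at about 45% in these data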
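Test system: GST/Flag-tagged HCV core106 proteins; Medium: KF-containing HEPES buffer, pH 7.45, DTT, CHAPS, BSA; Times: compound-protein-antibody incubation 4 h at 22.5 °C; Detection: TR-FRET 671 and 617 nm emission; Benchmarks: wells lacking GST-core106 and wells with excess unlabelled core106.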
Fh CTSL1 inh = Fasciola hepatica cathepsin L1 inhibitors, primary screen, counter-screen for PFM18AAP inhibitor project, biochemical, QFRET, fluorogenic peptide substrate; recombinant F. hepatica cathepsin L1, Z-Leu-Arg-MCA fluorescence; actives 0.49% (n = 300,000); AID 1906, 2009; inhibition, % at 5.96 µM;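 active = inhibition above the mean of all tested compounds plus 3 SD, set per screening campaign, cut at about 17% in these data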;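 note: 0% = plate median of test compound wells and 100% = 1 µM Z-Phe-Ala-diazomethylketone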
procasp3 activ = activators of human procaspase-3 D3A mutant, primary screen, biochemical, absorbance, PC-3 D3A mutant, single concentration | Caspase-3 (Homo sapiens), P42574 | recombinant procaspase-3 D3A, Ac-DEVD-pNA absorbance 405 nm | activation, % at 8.5 µM | actives 0.11% (n = 330,000);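 active = activation above the mean of all tested compounds plus 3 SD, cut at about 21% in these data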;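 note: 0% = DMSO alone and 100% = DMSO wells spiked with extra 5 µM PC-3 D3A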
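Assay system – Procaspase-3 D3A mutant, all three cleavage aspartates alanine · Controls – DMSO-only low control, 5 µM PC-3 D3A high control · Schedule – 1 h compound preincubation, 2 h substrate hydrolysis at 25 °C · Signal – 405 nm absorbance of p-nitroaniline, reads at 0 and 120 min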
JMJD2C inh = inhibitors of GASC-1 histone demethylase, primary screen, biochemical, fluorescence, DELFIA europium | Lysine-specific demethylase 4C (Homo sapiens), Q9H3R0 | inhibition, % at 2.35 µM | actives 0.069% (n = 330,000) | GST-JMJD2C(1-420) H3K9me3 demethylation;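 active = more than half of a compound's replicate wells show inhibition beyond 50%, single wells judged on their own value; inconclusive = some, but no more than half, of replicates pass 50% inhibition; inactive = no replicate passes 50% inhibition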;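 note: signal counts dimethyl H3K9 product captured on neutravidin plate; 0% = median of DMSO wells and 100% = 0.3 times that DMSO median; strong numbers were not always called active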
Target sequence (Q9H3R0 1-420 limits assumed): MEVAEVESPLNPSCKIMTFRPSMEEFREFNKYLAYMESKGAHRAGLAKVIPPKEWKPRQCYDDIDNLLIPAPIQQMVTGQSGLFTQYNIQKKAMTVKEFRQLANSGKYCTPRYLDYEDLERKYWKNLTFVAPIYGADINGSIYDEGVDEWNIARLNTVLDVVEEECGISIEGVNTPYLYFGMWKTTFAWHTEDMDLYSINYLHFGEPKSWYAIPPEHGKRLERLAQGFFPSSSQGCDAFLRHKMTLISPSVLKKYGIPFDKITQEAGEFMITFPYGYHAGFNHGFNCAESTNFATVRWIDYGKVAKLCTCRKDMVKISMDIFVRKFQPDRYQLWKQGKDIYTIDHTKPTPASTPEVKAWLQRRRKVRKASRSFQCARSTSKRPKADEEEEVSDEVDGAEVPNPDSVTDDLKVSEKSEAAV
PP1 inh = PP1-alpha phosphatase inhibitors, primary screen, counter-screen for PP5 inhibitor project, biochemical, fluorescence, OMFP substrate, single point; Serine/threonine-protein phosphatase PP1-alpha catalytic subunit (Homo sapiens), P62136; purified PP1alpha; inhibition, % at 6.7 µM; actives 0.9% (n = 320,000); AID 2235, 2010;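 active = inhibition above the mean inhibition of all tested compounds plus 3 SD, computed separately for each screening campaign, cut at about 15% in these data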
Target sequence (P62136 whole entry, looked up): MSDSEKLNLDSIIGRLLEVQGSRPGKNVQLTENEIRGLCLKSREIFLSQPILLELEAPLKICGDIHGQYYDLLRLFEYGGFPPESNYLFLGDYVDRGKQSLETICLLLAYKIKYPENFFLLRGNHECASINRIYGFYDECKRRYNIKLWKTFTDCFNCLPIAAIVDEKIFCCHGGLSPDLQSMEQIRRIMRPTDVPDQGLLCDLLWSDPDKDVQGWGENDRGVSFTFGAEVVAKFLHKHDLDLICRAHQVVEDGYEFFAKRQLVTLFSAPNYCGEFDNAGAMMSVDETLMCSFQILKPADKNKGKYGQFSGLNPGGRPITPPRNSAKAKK
PP5 primary = PP5 phosphatase inhibitors, primary screen, biochemical, fluorescence. Serine/threonine-protein phosphatase 5 (Homo sapiens), P53041. actives 0.18% (n = 320,000). inhibition, % at 6.7 µM. purified PP5c, OMFP substrate fluorescence;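 active = inhibition above the campaign's mean inhibition across all tested compounds plus 3 SD, cut at about 9.5% in these data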;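 note: 0% = DMSO only and 100% = 100 µM cantharidin control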
procasp7 counter = procaspase-7 activators, primary screen, counter-screen for procaspase-3 activator project, biochemical, absorbance, HTS, human; Caspase-7 (Homo sapiens), P55210; recombinant procaspase-7, Ac-DEVD-pNA absorbance 405 nm; D23A/D198A/D206A triple mutant, cannot self-cleave; scale: DMSO 0, 5 µM enzyme 100; activation, % at 8.5 µM; actives 0.093% (n = 330,000);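 active = percent activation above the screen-wide mean plus 3 SD, cut at about 25% in these data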
Target sequence (P55210 whole entry D23A/D198A/D206A): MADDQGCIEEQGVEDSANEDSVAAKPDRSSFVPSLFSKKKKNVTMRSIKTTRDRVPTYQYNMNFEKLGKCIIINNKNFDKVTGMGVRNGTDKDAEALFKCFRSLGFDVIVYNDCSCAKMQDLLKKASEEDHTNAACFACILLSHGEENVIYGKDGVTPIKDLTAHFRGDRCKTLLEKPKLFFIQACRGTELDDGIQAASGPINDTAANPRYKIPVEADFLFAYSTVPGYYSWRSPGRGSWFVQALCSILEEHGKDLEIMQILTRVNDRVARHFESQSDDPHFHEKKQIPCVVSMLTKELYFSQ
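Replicates: singlicate. Assay system: Procaspase-7 triple mutant (PC-7 D3A). Signal: 405 nm absorbance of p-nitroaniline. Times: 1 h preincubation, 2 h reaction. Buffer or medium: Zinc-free HEPES pH 7.4 with 300 mM NaCl, 0.01% Triton X-100. Also added: DEVD-pNA substrate. Benchmarks: DMSO wells as 0%, DMSO with 5 µM added PC-7 as 100%.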
TPT1 inhibitor = Candida albicans TPT1 enzyme inhibitors, primary screen, biochemical, fluorescence polarization. actives 0.81% (n = 300,000). recombinant caTPT1, FP RNA substrate dephosphorylation. tRNA 2'-phosphotransferase TPT1 (Candida albicans SC5314). AID 1962, 2009. inhibition, % at 5 µM;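 active = inhibition above the mean of all tested compounds plus 3 SD, set per screening campaign, cut at about 24% in these data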;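 note: plate controls were DMSO alone for no effect and ferristatin control at 100 nM for full effect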
Efflux pump inh = inhibitors of Candida efflux pumps in yeast, primary screen, S. cerevisiae, Nile Red, multiplex | actives 0.44% (n = 330,000) | S. cerevisiae Candida pump triplex | inhibition, % at 10 µM;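 active = plate passing quality check with inhibition over a set limit, or well fluorescence over plate mean plus 4 SD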;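 note: Nile Red retained in pooled yeast measured as flow cytometry median fluorescence; 0% = buffer negative control and 100% = Enniatin B positive control; higher means more Nile Red kept so more efflux inhibition; some compounds called inactive have numbers as strong as hits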
* marks the source's active call; other numbers are inactive results; ? = inconclusive; . = no result given. Random draw from the library (roughly 2.9% active in at least one column).

Molecule	core dimer inh	Fh CTSL1 inh	procasp3 activ	JMJD2C inh	PP1 inh	PP5 primary	procasp7 counter	TPT1 inhibitor	Efflux pump inh
O=C(c1ccc2c3c(cccc13)CC2)N1CCOCC1	5.2	-0.3	-2.9	6.3	-2.4	0.1	4.0	1.6	-0.1
O=C(NCc1ccc(Cl)cc1)C1C2C=CC3(CN(Cc4cccnc4)C(=O)C13)O2 (stereo unspecified)	-0.6	-1.8	4.5	4.0	-4.9	4.0	15.5	1.2	0.2
CC(/C=N/NC(=O)CSc1nnc(SCc2ccccc2)s1)=C\c1ccco1	47.6*	8.0	4.9	-0.3	2.7	1.8	-4.6	4.6	0.1
O=C(COC(=O)c1ccccc1O)NC1CCCc2ccccc21 (stereo unspecified)	.	.	0.3	1.2	.	.	6.2	.	0.1
COc1cccc(CC(=O)Nc2nccs2)c1	-1.4	2.0	6.6	1.6	0.9	-2.8	-8.5	-1.1	0.0
N/C(=N\c1nc2c(c(=O)[nH]1)CCCC2)Nc1ccc(Oc2ccccc2)cc1	8.0	0.1	3.5	1.2	-2.6	-0.9	0.9	-0.9	0.3
CC(=O)Nc1ccc(NC(=O)CSc2ncnc3c2cnn3Cc2ccccc2)cc1	1.8	0.4	-4.6	-0.6	1.9	-1.8	4.3	-2.0	-0.1
O=C(CCc1ccccc1)N=C1SC2CS(=O)(=O)CC2N1Cc1ccccc1 (stereo unspecified)	3.0	-11.2	-0.8	-7.6	-2.8	-0.6	7.4	1.5	-0.1
CC(=O)Nc1ccc(C(=O)Nc2ccc(S(=O)(=O)Nc3nccc(C)n3)cc2)cc1	5.4	0.7	1.4	2.8	4.1	1.4	6.3	-0.1	0.1
O=C(c1ccc(S(=O)(=O)N2CCCC2)cc1)N(c1ccc(F)cc1)C1C=CS(=O)(=O)C1 (stereo unspecified)	2.1	-1.6	0.1	1.8	1.0	-0.3	11.3	-3.1	0.0
O=C(Nc1ccc(C(=O)O)cc1)/C(=C\c1ccc2c(c1)OCO2)NC(=O)c1ccc(Br)o1	2.2	0.3	1.7	17.2	0.2	1.9	3.0	-3.5	0.3
COc1cc(C(=O)OCC(=O)N2CCCCC2C)ccc1OCc1c(C)noc1C (stereo unspecified)	-3.6	-3.5	4.9	6.4	-0.3	-0.5	9.4	-3.5	0.1
CCC(C)n1c(SCc2ccc([N+](=O)[O-])cc2)nc2ccsc2c1=O (stereo unspecified)	1.1	-3.4	-5.2	-23.5	2.3	0.1	-1.2	-0.7	0.3
COC(=O)CC1=NN(c2ccccc2)C(=O)C1	-5.6	-4.2	-1.4	-2.7	-0.9	0.8	-4.7	-0.7	0.0
COc1cc(C2NC(=O)NC(C)=C2C(=O)Nc2cccc(C)c2C)cc(OC)c1OC (stereo unspecified)	-2.2	-1.4	-3.7	26.0	-2.4	-3.5	-6.4	1.9	0.4
Cc1ccc(NC(=O)CN2C(=O)S/C(=C/c3ccncc3)C2=O)cc1	2.7	2.0	2.2	-5.0	1.7	0.8	-4.6	-2.4	0.0
COc1cc(S(=O)(=O)NCCOC23CC4CC(CC(C4)C2)C3)c(OC)cc1Cl	10.8	1.4	3.9	-8.0	-4.6	1.2	-3.2	3.0	1.2
NC(=O)CSc1nc2ccc([N+](=O)[O-])cc2[nH]1	13.2	-1.1	6.8	-0.6	-3.7	-1.2	5.5	1.2	-0.1
CCOC(=O)Cn1c(N)c(C(=O)OC)sc1=S	4.0	4.6	-0.8	-0.1	-1.8	5.4	-0.5	3.0	0.4
CN(C)CCCN(C(=O)c1ccco1)c1nc2ccc(Br)cc2s1	-3.2	0.0	-0.2	-5.3	-1.0	2.3	2.6	3.8	0.1
Cc1ccc(NC(=O)COC(=O)C2=NN(c3ccccc3)C(=O)CC2)c(Br)c1	.	.	3.1	-1.4	-7.7	0.3	4.9	.	-0.2
Fc1ccc(C2CC(c3cccs3)=NN2C(=S)Nc2ccccc2)cc1 (stereo unspecified)	-18.8	3.2	8.2	-1.9	-0.6	-1.2	-4.5	1.8	-0.4
COc1cccc(NC(=O)CSc2nncn2N)c1	-5.8	2.5	7.8	-0.9	0.3	0.9	8.3	-2.9	0.0
O=C(CSc1nnc(Cc2cccs2)n1-c1ccccc1)NC1CCCCC1	3.1	-2.4	5.0	-0.4	0.3	-1.8	1.8	-2.6	0.0
CN(C)S(=O)(=O)Nc1cccc(NC(=O)CC23CC4CC(CC(C4)C2)C3)c1	-2.4	-1.9	5.2	2.7	2.0	3.2	-1.1	-5.3	-0.1
CC(C)Cc1nn2c(N)c(/C=C3\C=Nc4ccccc43)c(=O)nc2s1	-0.4	7.9	-23.1	2.4	-6.3	-5.6	-25.4	19.3	0.0
Cc1ccc(C)c(NC(=O)Cn2nc([N+](=O)[O-])c(Br)c2C)c1	2.5	7.3	-6.7	1.7	-3.7	2.0	2.8	0.6	0.1
Cc1cc(C(=O)OCC(=O)NNC(=O)c2cccs2)ccc1[N+](=O)[O-]	0.9	-5.7	-4.4	-8.2	4.5	-3.2	-1.6	-0.9	0.0
CCN1C(=O)C(O)(CC(=O)c2ccc3c(c2)OCCO3)c2ccccc21 (stereo unspecified)	-4.0	-2.8	2.9	-1.4	-4.6	-1.7	4.6	-4.1	0.1
Cc1ccc(CSc2nnc(-c3ccccn3)n2N)cc1	-4.3	-7.5	-10.7	-6.0	-2.0	1.3	10.0	-2.6	-0.1
O=C(NCc1ccc(Cl)cc1)C1CCN(S(=O)(=O)c2ccccc2)CC1	-5.2	1.0	-4.2	-3.3	0.9	-1.1	-3.9	-2.5	0.2
NC(=O)C1CCN(C(=O)c2ccc([N+](=O)[O-])cc2NC(=O)c2cccs2)CC1	1.6	1.7	-10.0	1.0	0.7	1.2	3.9	-4.8	0.0
COc1ccccc1C(=O)NCC(=O)N/N=C(\C)Cc1ccccc1	3.0	-2.6	10.6	-5.1	-2.4	1.9	5.3	-1.9	-0.1
Cc1c(OCC(=O)NCCCN2CCOCC2)ccc2c(-c3ccccc3)cc(=O)oc12	-3.9	1.3	9.0	?	2.0	0.7	8.3	0.2	0.2
N#CC(=C=[N-])c1nc2ccccc2nc1-[n+]1cccc(NC(=O)c2ccc(F)cc2)c1	-5.1	6.8	4.1	1.6	0.7	-1.0	9.1	-0.3	-0.1
CCCNS(=O)(=O)c1cccc(C(=O)NNC(=O)c2cc(C)oc2C)c1	-9.0	-1.4	2.1	-3.9	-0.3	-0.5	4.9	-0.9	0.1
Cc1ccc(-c2ccc(=O)n(CCC(=O)NCc3ccccn3)n2)cc1	0.1	1.9	-1.6	5.1	-1.3	-0.7	5.3	-1.4	-0.2
CCCCCCNC(=O)c1cc(-c2ccco2)nc2ccccc12	64.2*	1.1	4.2	7.3	13.1	2.1	4.2	5.0	0.0
COc1ccc(NC2CCCN(C(=O)CCc3scnc3C)C2)cc1 (stereo unspecified)	-2.6	8.3	-2.5	-1.9	-5.2	0.5	7.1	-3.5	0.0
CCOC(=O)c1ccc(N2C(=O)c3n[nH]c(C)c3C2c2ccc(OC)cc2)cc1 (stereo unspecified)	3.5	2.0	6.0	-4.1	4.9	2.0	10.6	-1.7	0.0
C=CCN1C=C2C(=O)C(C)(OC(=O)CCc3ccccc3)C(=O)C=C2C=C1c1ccc(C#N)cc1 (stereo unspecified)	49.0*	9.1	-5.3	11.3	6.7	6.7	-16.9	-3.6	0.1
CCn1cc(/C=N\NC(=O)c2ccc(F)cc2)cn1	-3.3	-1.8	10.0	7.7	-2.7	-0.1	-3.3	0.8	0.4
COC(=O)c1cc(-c2ccc(OC)c(OC)c2)on1	9.2	7.0	3.0	-1.6	0.4	0.0	-2.3	-0.9	-0.2
CN(C)C(=O)C[n+]1ccc(C(N)=O)cc1	-6.3	1.1	-4.6	-1.9	-2.6	1.3	1.1	-0.8	-0.1
CCOc1cc(CN2CCN(C(=O)CC(C)C)CC2)ccc1OC	-1.0	1.2	-2.9	-4.3	0.6	0.9	2.5	-0.8	-0.1
CCOC(=O)C1CCN(C(=O)Cn2nc(CC)n3cccc3c2=O)CC1	0.4	-0.1	7.2	8.4	3.4	3.4	2.4	-1.3	0.0
CC(NC(=O)c1cccc(OC2CCN(C3CCN(C)CC3)CC2)c1)c1ccccc1 (stereo unspecified)	-3.2	-1.4	-10.0	13.7	-1.5	-3.3	3.8	-1.2	0.0
O=C(NCCc1ccccn1)c1ccc2nc(Cc3ccccc3F)oc2c1	-5.2	5.3	8.6	-5.0	-4.1	-5.0	4.6	-0.3	0.2
COc1ccc(CCC(=O)Nc2nc3ccccc3[nH]2)cc1OC	-0.7	-2.1	-9.8	4.9	-1.6	-0.2	4.4	-7.5	0.0
O=C(COC(=O)COc1ccc2c(c1)CCC2)Nc1ccccc1	.	.	2.8	.	1.5	-1.3	1.3	.	0.0

Of the compounds above, 4 contain an NH in an aromatic ring:
Molecule	core dimer inh	Fh CTSL1 inh	procasp3 activ	JMJD2C inh	PP1 inh	PP5 primary	procasp7 counter	TPT1 inhibitor	Efflux pump inh
N/C(=N\c1nc2c(c(=O)[nH]1)CCCC2)Nc1ccc(Oc2ccccc2)cc1	8.0	0.1	3.5	1.2	-2.6	-0.9	0.9	-0.9	0.3
NC(=O)CSc1nc2ccc([N+](=O)[O-])cc2[nH]1	13.2	-1.1	6.8	-0.6	-3.7	-1.2	5.5	1.2	-0.1
CCOC(=O)c1ccc(N2C(=O)c3n[nH]c(C)c3C2c2ccc(OC)cc2)cc1 (stereo unspecified)	3.5	2.0	6.0	-4.1	4.9	2.0	10.6	-1.7	0.0
COc1ccc(CCC(=O)Nc2nc3ccccc3[nH]2)cc1OC	-0.7	-2.1	-9.8	4.9	-1.6	-0.2	4.4	-7.5	0.0

Assay outcomes (PubChem)
